Screening results as filed in PubChem.
TcdB inh: TcdB glycohydrolase inhibition | TcdB glycohydrolase enzymatic assay, plate reader | inhibition, % at 9.99 µM | 350,000 tested, 0.24% active | AID 652162; in the data active means inhibition above about 10%
Target sequence (P18177 whole entry, looked up): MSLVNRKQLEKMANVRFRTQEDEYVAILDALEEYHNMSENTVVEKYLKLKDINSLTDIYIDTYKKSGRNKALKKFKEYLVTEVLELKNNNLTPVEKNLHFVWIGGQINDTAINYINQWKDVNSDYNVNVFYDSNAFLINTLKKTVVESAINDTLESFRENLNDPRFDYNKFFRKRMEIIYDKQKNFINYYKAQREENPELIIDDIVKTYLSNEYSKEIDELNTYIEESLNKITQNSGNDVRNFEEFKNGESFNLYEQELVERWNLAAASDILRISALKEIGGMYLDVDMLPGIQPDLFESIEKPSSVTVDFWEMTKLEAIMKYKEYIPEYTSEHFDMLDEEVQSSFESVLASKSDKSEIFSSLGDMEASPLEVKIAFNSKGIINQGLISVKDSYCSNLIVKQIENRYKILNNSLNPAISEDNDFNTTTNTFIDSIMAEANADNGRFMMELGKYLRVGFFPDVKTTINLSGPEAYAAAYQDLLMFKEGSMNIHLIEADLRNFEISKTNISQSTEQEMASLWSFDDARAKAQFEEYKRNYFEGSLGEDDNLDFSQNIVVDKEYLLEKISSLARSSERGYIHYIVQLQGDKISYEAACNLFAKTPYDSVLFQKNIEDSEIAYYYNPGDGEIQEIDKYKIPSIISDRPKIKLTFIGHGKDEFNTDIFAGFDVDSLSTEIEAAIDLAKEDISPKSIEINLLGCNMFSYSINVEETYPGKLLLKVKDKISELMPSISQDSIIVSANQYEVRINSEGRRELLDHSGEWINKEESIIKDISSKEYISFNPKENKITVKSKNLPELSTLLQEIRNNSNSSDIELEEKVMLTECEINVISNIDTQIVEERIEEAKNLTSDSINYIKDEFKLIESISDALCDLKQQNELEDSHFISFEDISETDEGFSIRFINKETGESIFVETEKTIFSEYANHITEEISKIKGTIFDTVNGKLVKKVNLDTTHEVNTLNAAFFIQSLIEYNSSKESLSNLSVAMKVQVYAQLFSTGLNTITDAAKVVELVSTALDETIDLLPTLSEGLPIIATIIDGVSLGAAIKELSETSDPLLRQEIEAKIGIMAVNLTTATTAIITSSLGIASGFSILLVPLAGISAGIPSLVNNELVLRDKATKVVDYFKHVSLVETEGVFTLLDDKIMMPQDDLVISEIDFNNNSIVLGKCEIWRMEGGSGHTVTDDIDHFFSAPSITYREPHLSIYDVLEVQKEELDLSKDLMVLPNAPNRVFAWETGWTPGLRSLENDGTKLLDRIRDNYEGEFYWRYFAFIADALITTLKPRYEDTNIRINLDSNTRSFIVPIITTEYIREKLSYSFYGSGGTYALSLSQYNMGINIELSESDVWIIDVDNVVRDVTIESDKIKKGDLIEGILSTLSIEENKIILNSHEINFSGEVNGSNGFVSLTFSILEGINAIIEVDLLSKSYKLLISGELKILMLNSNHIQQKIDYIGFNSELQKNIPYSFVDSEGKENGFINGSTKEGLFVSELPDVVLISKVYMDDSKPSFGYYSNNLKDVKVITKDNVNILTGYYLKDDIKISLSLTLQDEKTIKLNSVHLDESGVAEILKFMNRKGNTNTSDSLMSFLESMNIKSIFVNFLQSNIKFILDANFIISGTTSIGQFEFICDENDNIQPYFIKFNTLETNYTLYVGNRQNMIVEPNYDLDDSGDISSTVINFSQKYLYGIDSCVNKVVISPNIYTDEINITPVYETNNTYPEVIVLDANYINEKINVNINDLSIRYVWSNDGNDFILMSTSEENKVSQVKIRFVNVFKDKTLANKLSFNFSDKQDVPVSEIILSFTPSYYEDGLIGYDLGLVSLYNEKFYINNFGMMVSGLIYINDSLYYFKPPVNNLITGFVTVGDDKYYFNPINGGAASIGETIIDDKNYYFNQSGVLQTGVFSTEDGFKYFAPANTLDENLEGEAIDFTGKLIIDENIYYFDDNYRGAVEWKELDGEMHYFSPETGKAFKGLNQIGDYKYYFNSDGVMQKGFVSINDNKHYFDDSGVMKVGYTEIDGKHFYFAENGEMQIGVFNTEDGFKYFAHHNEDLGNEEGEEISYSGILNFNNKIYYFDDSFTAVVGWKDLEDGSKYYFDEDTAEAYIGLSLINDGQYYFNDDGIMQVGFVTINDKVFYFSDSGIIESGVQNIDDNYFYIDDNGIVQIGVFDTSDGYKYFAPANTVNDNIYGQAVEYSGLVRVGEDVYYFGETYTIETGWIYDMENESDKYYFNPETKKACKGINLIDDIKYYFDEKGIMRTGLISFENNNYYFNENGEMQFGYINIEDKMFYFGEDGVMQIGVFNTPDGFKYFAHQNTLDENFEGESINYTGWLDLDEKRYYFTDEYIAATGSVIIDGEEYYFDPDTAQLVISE
* marks the source's active call; other numbers are inactive results; & = joins results of further samples. Some of the compounds tested. The share of hits here may be higher or lower than overall.

COc1ccc(NC(=O)O[C@H]2[C@H](OC(=O)Nc3ccc4c(c3)OCO4)[C@H](OC(=O)Nc3ccc4c(c3)OCO4)[C@@H](OC)O[C@@H]2CO)cc1
  TcdB inh = -0.7

C[C@H](O)C#Cc1ccc([C@H]2[C@@H](CO)N3CCCCN(S(=O)(=O)c4ccccc4)C[C@H]23)cc1
  TcdB inh = 0.0

COc1ccc(NC(=O)N2[C@@H]3CNC[C@H]2C3c2ccc(-c3ccccc3)cc2)cc1 (stereo partly specified)
  TcdB inh = -0.7&-0.7

O=C(C[C@@H]1C=C[C@@H](NS(=O)(=O)c2ccc(F)cc2)[C@@H](CO)O1)N1CCc2ccccc2C1
  TcdB inh = -1.1

C[C@H](CO)N1C[C@H](C)[C@H](CN(C)Cc2ccc(C(F)(F)F)cc2)OCCCC[C@H](C)Oc2ccc(NS(=O)(=O)c3ccc(F)cc3)cc2C1=O
  TcdB inh = -0.2

CO[C@H]1CC[C@@H]2CCN(C)C(=O)C[C@@H](c3ccccc3)CN(C)C(=O)c3cc(C#N)ccc3OC[C@@H]1O2
  TcdB inh = 1.7

Cc1noc(C)c1NC(=O)Nc1ccc2c(c1)C(=O)N([C@@H](C)CO)C[C@H](C)[C@H](CN(C)C(=O)NC1CCCCC1)OCCCC[C@@H](C)O2
  TcdB inh = 0.3

Cc1ccc(S(=O)(=O)Nc2ccc3c(c2)CC(=O)N([C@H](C)CO)C[C@H](C)[C@H](CN(C)S(=O)(=O)c2cccs2)O3)cc1
  TcdB inh = 0.1

COc1ccc(S(=O)(=O)Nc2ccc3c(c2)[C@@H]2C[C@H](CC(=O)NCC4CC4)O[C@@H](CO)[C@@H]2O3)cc1
  TcdB inh = -1.3

C[C@@H]1CN([C@@H](C)CO)C(=O)Cc2cc(NC(=O)Nc3cccc4ccccc34)ccc2O[C@H]1CN(C)S(C)(=O)=O
  TcdB inh = -1.6

CNC[C@H]1OCCCC[C@@H](C)Oc2ccc(NS(=O)(=O)c3ccc(Cl)cc3)cc2C(=O)N([C@@H](C)CO)C[C@H]1C
  TcdB inh = 0.9

O=C(Cc1ccccn1)N1CC2(C1)[C@H](c1ccccc1)[C@@H](CO)N2C(=O)c1ccncc1
  TcdB inh = 0.7

O=C(NC1CCC1)[C@@H]1[C@@H](CO)[C@@H]2Cn3c(cccc3=O)[C@@H]2N1CCc1ccccc1
  TcdB inh = 0.3

C[C@H]1CN([C@@H](C)CO)C(=O)c2cccc(NC(=O)Nc3ccccc3)c2O[C@H]1CN(C)S(=O)(=O)c1cn(C)cn1
  TcdB inh = 2.6

CCC(=O)N1CCC2(CC1)CN(C(=O)Nc1ccc(F)cc1)[C@@H](CO)c1c2c2ccc(OC)cc2n1C
  TcdB inh = 0.0

O=C(Nc1cccc(Cl)c1)N[C@@H]1CC[C@@H](CCn2cc(Cc3ccccc3)nn2)O[C@@H]1CO
  TcdB inh = -0.8

O=C(C[C@@H]1CC[C@@H]2[C@H](COC[C@H](O)CN2S(=O)(=O)c2cccc(F)c2)O1)NCCCN1CCOCC1
  TcdB inh = 0.5

CCC(=O)N(C)C[C@@H]1Oc2ncc(-c3ccccc3F)cc2C(=O)N([C@@H](C)CO)C[C@@H]1C
  TcdB inh = 0.2

C[C@H](CO)N1C[C@H](C)[C@H](CN(C)S(=O)(=O)c2ccc(F)cc2)Oc2cc(Br)ccc2S1(=O)=O
  TcdB inh = 1.1

C[C@H](CO)N1C[C@H](C)[C@@H](CN(C)C(=O)Cc2ccccn2)Oc2ncc(C#CC3CC3)cc2C1=O
  TcdB inh = -3.2

O=C1CCCn2cc(nn2)COC[C@H](Cc2ccccc2)N1
  TcdB inh = -9.9

CN(C)CC(=O)N1CC2(C1)[C@H](c1ccccc1)[C@H](CO)N2Cc1ccccc1F
  TcdB inh = -15

CCN(C[C@@H]1[C@@H](c2ccc(-c3cccnc3)cc2)[C@@H](CO)N1C(C)=O)C(C)=O
  TcdB inh = 2.7

O=C(C[C@H]1C=C[C@H](NC(=O)C2CCOCC2)[C@@H](CO)O1)Nc1ccccc1
  TcdB inh = -5.6

C[C@@H]1CN([C@@H](C)CO)C(=O)c2cc(C#Cc3cccnc3)cnc2O[C@@H]1CN(C)S(C)(=O)=O
  TcdB inh = 0.2

Some of the entries above, reformatted.
| Structure | TcdB inh |
| --- | --- |
| C[C@H](CO)N1C[C@H](C)[C@H](CN(C)Cc2ccc(C(F)(F)F)cc2)OCCCC[C@H](C)Oc2ccc(NS(=O)(=O)c3ccc(F)cc3)cc2C1=O | -0.2 |
| CO[C@H]1CC[C@@H]2CCN(C)C(=O)C[C@@H](c3ccccc3)CN(C)C(=O)c3cc(C#N)ccc3OC[C@@H]1O2 | 1.7 |
| Cc1noc(C)c1NC(=O)Nc1ccc2c(c1)C(=O)N([C@@H](C)CO)C[C@H](C)[C@H](CN(C)C(=O)NC1CCCCC1)OCCCC[C@@H](C)O2 | 0.3 |
| Cc1ccc(S(=O)(=O)Nc2ccc3c(c2)CC(=O)N([C@H](C)CO)C[C@H](C)[C@H](CN(C)S(=O)(=O)c2cccs2)O3)cc1 | 0.1 |

Other structures
O=C(C[C@@H]1C=C[C@@H](NC(=O)CN2CCOCC2)[C@H](CO)O1)NC1CCC1
  TcdB inh = -2.0

CCC(=O)N[C@@H]1C=C[C@H](CC(=O)NCc2ccc(OC)cc2)O[C@@H]1CO
  TcdB inh = 1.3

CO[C@H]1CN(C)C(=O)c2ccc(NC(=O)C3CC3)cc2OC[C@H](C)N(CC2CCCC2)C[C@H]1C
  TcdB inh = -7.5

COc1ccc(NC(=O)N(C)C[C@@H]2Oc3c(NS(=O)(=O)c4c(C)noc4C)cccc3C(=O)N([C@@H](C)CO)C[C@@H]2C)cc1
  TcdB inh = -0.2

Cc1ccc(S(=O)(=O)N2[C@@H]3CNC[C@H]2C3c2ccc(-c3ccc(C(=O)N(C)C)cc3)cc2)cc1 (stereo partly specified)
  TcdB inh = -0.9

CO[C@@H]1CN(C)C(=O)c2ccc(NC(=O)C3CCC3)cc2OC[C@@H](C)N(Cc2cccnc2)C[C@H]1C
  TcdB inh = 0.5

C[C@H]1CN([C@@H](C)CO)S(=O)(=O)c2ccc(C#Cc3ccc(F)cc3)cc2O[C@@H]1CN(C)C
  TcdB inh = 1.1

CN1C(=O)c2cc(NC(=O)c3cnccn3)ccc2OC[C@H]2O[C@@H](CC(=O)O)CC[C@H]21
  TcdB inh = -0.2

CCCN1[C@@H]2c3ccc(C4=CCCCC4)c(=O)n3C[C@@H]2[C@@H](CO)[C@@H]1C(=O)NCCCN(C)C
  TcdB inh = 1.7

C/C=C/c1ccc2c(c1)O[C@@H](CN(C)Cc1ccccc1F)[C@@H](C)CN([C@@H](C)CO)S2(=O)=O
  TcdB inh = 1.2

COc1ccc(S(=O)(=O)Nc2ccc3c(c2)C(=O)N([C@H](C)CO)C[C@H](C)[C@H](CN(C)Cc2ccc(C(F)(F)F)cc2)O3)cc1
  TcdB inh = 0.4

Cc1ccc(-c2ccc([C@@H]3[C@H](CO)N4C(=O)CN(C(=O)c5ccccc5)C[C@@H]34)cc2)cc1
  TcdB inh = -1.6

C[C@@H]1CN([C@H](C)CO)C(=O)c2cc(NS(=O)(=O)c3ccccc3)ccc2O[C@@H](C)CCCCO[C@@H]1CN(C)C(=O)CCC(F)(F)F
  TcdB inh = -0.4

C[C@@H]1CN([C@@H](C)CO)C(=O)c2cc(NC(=O)c3ccccc3)ccc2O[C@@H](C)CCCCO[C@H]1CN(C)CC1CCCCC1
  TcdB inh = -0.5

C[C@@H]1CN([C@H](C)CO)C(=O)c2cccc(NC(=O)C3CCOCC3)c2O[C@@H]1CN(C)C(=O)Nc1cccc2ccccc12
  TcdB inh = 0.2

C[C@H]1CN([C@@H](C)CO)C(=O)c2cccc(NS(=O)(=O)c3cccs3)c2O[C@@H]1CN(C)C(=O)NC1CCCCC1
  TcdB inh = -0.5

O=C(C[C@@H]1CC[C@@H](NC(=O)Nc2ccc(F)cc2)[C@@H](CO)O1)NCCN1CCCC1
  TcdB inh = -9.9

O=C(C[C@@H]1CC[C@@H]2[C@H](COC[C@@H](O)CN2C(=O)Nc2cccc(F)c2)O1)NCc1ccccc1F
  TcdB inh = -13

C[C@@H]1CCCCO[C@@H](CN(C)C(=O)Nc2ccccc2)[C@H](C)CN([C@@H](C)CO)C(=O)c2cc(NC(=O)CCC(F)(F)F)ccc2O1
  TcdB inh = 0.0

C/C=C/c1ccc([C@H]2[C@@H](C#N)N(c3ncc(CC)s3)[C@H]2CO)cc1
  TcdB inh = -0.8

Cc1ccc(-c2cnc3c(c2)C(=O)N([C@@H](C)CO)C[C@@H](C)[C@@H](CN(C)Cc2ccccc2F)O3)cc1
  TcdB inh = 2.0

C[C@H](CO)N1C[C@H](C)[C@H](CN(C)C(=O)c2ccccc2)Oc2ncc(C3=CCCCC3)cc2C1=O
  TcdB inh = 0.6

COc1ccc2c3c(n(C)c2c1)[C@H](CO)NCC31CCN(Cc2cc(-c3ccccc3)on2)CC1
  TcdB inh = 1.5

CCCNC(=O)Nc1ccc2c(c1)OC[C@@H](C)N(S(C)(=O)=O)C[C@@H](C)[C@H](OC)CN(C)C2=O
  TcdB inh = 1.0

Cc1ccc(S(=O)(=O)N[C@H]2CC[C@H](CC(=O)N3CCC(Cc4ccccc4)CC3)O[C@@H]2CO)cc1
  TcdB inh = 0.6

COc1ccc(CN(C)C[C@H]2Oc3c(NC(=O)C4CCOCC4)cccc3C(=O)N([C@H](C)CO)C[C@@H]2C)cc1
  TcdB inh = -0.7

O=C(c1ccncc1)N1C[C@@H]2[C@H](c3ccccc31)[C@H](CO)N2C(=O)c1ccncc1
  TcdB inh = -1.0

Cc1ccc(S(=O)(=O)N[C@H]2CC[C@@H](CC(=O)NCc3ccccc3F)O[C@@H]2CO)cc1
  TcdB inh = 1.3

C[C@@H]1CN([C@H](C)CO)S(=O)(=O)c2ccc(-c3cccnc3)cc2O[C@H]1CN(C)C(=O)CC1CC1
  TcdB inh = 0.6

C[C@@H]1CCCCO[C@H](CN(C)S(C)(=O)=O)[C@@H](C)CN([C@H](C)CO)C(=O)c2cc(NC(=O)c3ccccc3)ccc2O1
  TcdB inh = -0.4

CNC[C@H]1Oc2ccc(NC(=O)Nc3ccc(F)cc3)cc2CC(=O)N([C@H](C)CO)C[C@@H]1C
  TcdB inh = 0.0

COCC(=O)N1[C@@H](CO)[C@@H]2c3ccccc3N(C)C[C@@H]21
  TcdB inh = 0.7

C[C@H](CO)N1C[C@H](C)[C@@H](CN(C)C(=O)Nc2ccc3c(c2)OCO3)Oc2ccc(NS(=O)(=O)c3cn(C)cn3)cc2CC1=O
  TcdB inh = -5.9

O=C(C[C@@H]1CC[C@H](NC(=O)C2CC2)[C@H](CO)O1)NCCCN1CCOCC1
  TcdB inh = -1.0

C/C=C/c1ccc([C@@H]2[C@H](CO)N(Cc3cncnc3)C23CN(C(=O)COC)C3)cc1
  TcdB inh = 1.0

CO[C@H]1CC[C@@H]2CCOc3ccc(C#N)cc3C(=O)N(C)C[C@H](c3ccccc3)CC(=O)N(C)C[C@H]1O2
  TcdB inh = -1.4

COCC#Cc1cnc2c(c1)C(=O)N([C@H](C)CO)C[C@H](C)[C@@H](CN(C)C(=O)c1ccc3c(c1)OCO3)O2
  TcdB inh = -0.7

CCCNC(=O)N1CC2(C1)CN(C(=O)c1ccncc1)[C@H](CO)c1[nH]c3cc(OC)ccc3c12
  TcdB inh = 1.2

CCC(=O)N(C)C[C@@H]1Oc2ncc(-c3ccc(C#N)cc3)cc2C(=O)N([C@@H](C)CO)C[C@@H]1C
  TcdB inh = 1.1

C[C@@H]1CN([C@H](C)CO)C(=O)c2cc(C#CCN(C)C)cnc2O[C@@H]1CN(C)C(=O)Cc1ccncc1
  TcdB inh = -0.8

COc1ccc(NC(=O)N(C)C[C@@H]2OCc3ccccc3-c3c(n(C)c4ccccc34)C(=O)N([C@@H](C)CO)C[C@H]2C)c(OC)c1
  TcdB inh = 0.1

O=S(=O)(c1ccccc1)N1CCCCN2[C@H](CO)[C@@H](c3ccc(C#CC4CCCC4)cc3)[C@H]2C1
  TcdB inh = -0.2

C[C@@H]1CN([C@@H](C)CO)C(=O)c2cc(NC(=O)C3CC3)ccc2O[C@@H]1CN(C)C(=O)Nc1ccc2c(c1)OCO2
  TcdB inh = -3.3

CC(=O)N1CC[C@@H]2[C@@H](CO)Nc3ccc(C#Cc4cccnc4)cc3[C@@H]21
  TcdB inh = 2.1

Cc1noc(C)c1S(=O)(=O)N(C)C[C@@H]1OCCCC[C@H](C)Oc2ccc(NC(=O)Cc3ccccc3)cc2C(=O)N([C@@H](C)CO)C[C@H]1C
  TcdB inh = -1.0

Cc1ccccc1-c1ccc2c(c1)O[C@@H](CN(C)C(=O)Nc1ccc(F)cc1)[C@@H](C)CN([C@H](C)CO)S2(=O)=O
  TcdB inh = 0.0

C[C@@H]1CN([C@H](C)CO)C(=O)c2cc(NC(=O)NC3CCCCC3)ccc2O[C@@H](C)CCCCO[C@@H]1CN(C)S(=O)(=O)c1ccc(Cl)cc1
  TcdB inh = 0.5

CCCC(O)C#Cc1cnc2c(c1)C(=O)N([C@H](C)CO)C[C@H](C)[C@H](CN(C)S(=O)(=O)c1cccc(F)c1)O2 (stereo partly specified)
  TcdB inh = 1.5

O=C(C[C@H]1C=C[C@H](NC(=O)Nc2cc(F)ccc2F)[C@H](CO)O1)NCc1ccncn1
  TcdB inh = 1.3

C[C@H](CO)N1C[C@H](C)[C@H](CN(C)C(=O)NC2CCCCC2)Oc2c(NC(=O)C3CCCCC3)cccc2C1=O
  TcdB inh = 0.6

COc1ccc2c3c(n(C)c2c1)[C@@H](CO)N(Cc1ccccc1F)CC31CCN(C(=O)C2CCOCC2)CC1
  TcdB inh = 0.2

CCCC(=O)Nc1ccc2c(c1)C(=O)N(C)C[C@@H](OC)[C@@H](C)CN(Cc1cccc(F)c1)[C@H](C)CO2
  TcdB inh = -0.1

CO[C@H]1CN(C)C(=O)c2cc(NC(C)=O)ccc2OC[C@@H](C)N(C(=O)C2CCCCC2)C[C@@H]1C
  TcdB inh = -0.8

O=C(Cc1cccnc1)N1CCCCN2[C@H](C1)[C@H](c1ccc(C#CC3CC3)cc1)[C@@H]2CO
  TcdB inh = -5.7

C[C@@H]1CN([C@H](C)CO)C(=O)c2cccc(NC(=O)Nc3ccc4c(c3)OCO4)c2O[C@H]1CN(C)S(=O)(=O)c1ccc(Cl)cc1
  TcdB inh = 0.1

O=C(CC1CC1)N1CC2(C1)[C@H](c1ccccc1)[C@H](CO)N2S(=O)(=O)Cc1ccccc1
  TcdB inh = -0.3

COc1ccc(NC(=O)C(OC(=O)c2ccccc2)c2cccs2)cc1 (stereo unspecified)
  TcdB inh = 0.4
